FUS yeast rescue – rescues growth of FUS-expressing yeast. Potency, µM (doses to about 76.6 µM), for inactives: at the highest dose growth rescue (activation), hits mostly activators. hit rate 0.24% among 390,000. AID 1347120. S. cerevisiae FUS-expressing, growth rescue, OD600, 24 h;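 also: potency is read from the fitted curve at half-maximal effect; plate controls were DMSO vehicle for no effect and reference control for full effect; nearly all actives have a fitted effect of over 55% in size; some results filed as inactive show a strong effect at the top dose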
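Galactose (2%) drives FUS expression in yeast precultured in raffinose; seeding density OD 0.005. Test compounds incubated 24hr at 30C and 99% humidity before absorbance at 600 nm was measured.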
EPAC2 antagonist – blocks human EPAC2 exchange factor; hit rate 0.18% among 360,000; AID 720708; Potency, µM (series often up to 114 µM), without a hit: top-dose activity, negative = inhibition, hits mostly inhibitors; EPAC2 GEF exchange of Rap1B-BODIPY-GDP, fluorescence; Q8WZA2; also: potency is read from the fitted curve at half-maximal effect; % is scaled to controls: 0 for no effect and ±100 for the full control effect; nearly all actives have a fitted effect of over 45% in size; many of its hits are not listed in these tables
TDP-43 yeast inh – inhibitors of TDP-43 toxicity in yeast; TDP-43 expressing yeast growth rescue, BacTiter-Glo, 24 h; Potency, µM (series often up to 46.1 µM), inactives show top-dose growth rescue (activation), usual class: activators; hit rate 1.8% among 410,000; AID 652104; also: potency is read from the fitted curve at half-maximal effect; % of control where 0% means no effect; nearly all actives have a fitted effect of over 50% in size
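Galactose-induced TDP-43 yeast, OD600=0.02, compound pinned; 24 hr, 30 deg C; BacTiter-Glo luminescence for growth. Inhibitors of TDP-43 toxicity read as activators.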
aSyn rescue – alpha-synuclein toxicity inhibition in yeast; Yeast expressing alpha-synuclein, growth rescue, BacTiter-Glo, 24 h; Potency, µM (highest dose often 46.1 µM), for the others: at the highest dose growth rescue (activation), usual class: activators; hit rate 0.14% among 370,000; AID 652106; also: potency is read from the fitted curve at half-maximal effect; % of control where 0% means no effect; nearly all actives have a fitted effect of over 65% in size
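Galactose-induced alpha-syn yeast (OD600=0.02, raffinose-pregrown) + pinned cpd, 24 hr, 30 deg C; growth by BacTiter-Glo luminescence. Growth restoration scores as activation.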
EPAC2 ag – EPAC2 (human) agonism; AID 720711; Potency, µM (series often up to 154 µM), without a hit: at the highest dose activation, hits mostly activators; hit rate 0.079% among 360,000; EPAC2 activation, biochemical qHTS; response scale: 100% = 6.5 mM cAMP response; Q8WZA2; also: potency is read from the fitted curve at half-maximal effect; nearly all actives have a fitted effect of over 50% in size
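qHTS, titration series. 100 nM EPAC2 / 250 nM Rap1B-BODIPY-GDP / 50 uM GDP; RT; ex 480/em 540 nm, 5-min reads to 30 min. Norm. to 6.5 mM cAMP = activation.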
Abeta rescue – compounds reversing amyloid beta toxicity in yeast | Potency, µM (top dose mostly 46.1 µM), inactives show at the highest dose growth rescue, most hits filed as activators | AID 1347071 | hit rate 0.063% among 410,000 | yeast expressing A-beta42, growth rescue, OD600, 48 h; response scale: 0% DMSO, 100% iron-clioquinol control; also: potency is read from the fitted curve at half-maximal effect; nearly all actives have a fitted effect of over 55% in size
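Yeast A-beta toxicity model in growth medium with pinned compounds, 48 h at 30 C; growth read as absorbance at 600 nm. Normalized to FeCl3/clioquinol equimolar mix (positive) and DMSO (negative).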
D3 antag – D3 dopamine receptor (human) antagonism | D3R cells, DiscoveRx beta-arrestin luminescence, antagonist mode; stronger effect = lower value | max response, negative = inhibition, % | P35462 | hit rate 2.5% among 360,000; in the data active = max response below about -50%; inconclusive = no clear call, values can overlap the other calls; also: % is scaled to controls: 0 for no effect and ±100 for the full control effect; mostly tested at two doses, the higher about 12 µM
Target sequence (P35462 whole entry, looked up): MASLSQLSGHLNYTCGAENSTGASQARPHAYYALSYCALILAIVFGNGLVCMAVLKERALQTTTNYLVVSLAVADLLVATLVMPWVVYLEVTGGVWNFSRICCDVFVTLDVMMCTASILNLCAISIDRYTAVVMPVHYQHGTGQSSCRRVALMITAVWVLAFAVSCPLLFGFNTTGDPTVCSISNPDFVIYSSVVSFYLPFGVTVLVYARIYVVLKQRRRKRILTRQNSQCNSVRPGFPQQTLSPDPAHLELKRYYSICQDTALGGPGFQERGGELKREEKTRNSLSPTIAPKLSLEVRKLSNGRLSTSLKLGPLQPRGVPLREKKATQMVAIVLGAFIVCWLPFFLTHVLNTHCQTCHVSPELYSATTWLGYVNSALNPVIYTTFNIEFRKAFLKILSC
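Cells plated overnight at 1500 cells/well, then exposed to library compounds with dopamine controls for 90 minutes at 37 degrees C. DiscoveRx reagent added for 30–60 minutes at room temperature; luminescence read, quantitative HTS format.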
DRD3 agonist – D3 dopamine receptor (human) agonism; P35462; D3R DiscoveRx beta-arrestin cells, luminescence, 90 min; max activation, %; hit rate 0.58% among 410,000; AID 652048; in the data active = max activation above about 30%; also: 0% is about no effect; mostly tested at two doses, the higher about 12 µM
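Cells at 1500/well, incubated overnight, then treated with pinned compounds (dopamine as control) for 90 min at 37 degrees C. DiscoveRx reagent added for 30 - 60 minutes at room temperature; luminescence read.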
An asterisk follows results filed as active. Unless noted, calls follow the shape of the dose curve; as a rule, active = well fitted curve in the direction sought with a large enough effect; inconclusive = small, poorly fitted or top-dose-only effect, or another doubt; inactive = no such curve, though single readings can be large; an effect the other way counts as inactive or inconclusive. The list is partial. The share of hits here may be higher or lower than overall.

For O=C(CCl)NC(Cc1ccccc1)C(=O)OCC(=O)c1ccc(-c2ccccc2)cc1 (stereo unspecified) the results were EPAC2 antagonist 3.6%, TDP-43 yeast inh 8.0%, aSyn rescue 1.9%, EPAC2 ag 0.9%, Abeta rescue 6.3%, D3 antag 4.6 and DRD3 agonist 5.5.
Screening C[C@@H]1COc2cc(N3CCN(Cc4ccccc4F)CC3)ccc2S(=O)(=O)N1 returned FUS yeast rescue -20.6%, EPAC2 antagonist -5.8%, TDP-43 yeast inh 12.2%, aSyn rescue -3.3%, EPAC2 ag 4.2%, Abeta rescue -17.9%, D3 antag -29.5 and DRD3 agonist 2.9.
`Cn1c(=O)c2c(nc(NCc3ccccc3)n2C)n(C)c1=O` gave FUS yeast rescue 5.1%, EPAC2 antagonist 8.3%, TDP-43 yeast inh 12.0%, aSyn rescue 0.1%, EPAC2 ag 0.4%, Abeta rescue 5.4%, D3 antag -14.0 and DRD3 agonist 1.6.
Screening NS(=O)(=O)c1ccc(CCNC(=O)Cc2ccc(Cl)cc2)cc1 returned FUS yeast rescue -9.7%, EPAC2 antagonist 1.5%, TDP-43 yeast inh 6.2%, aSyn rescue -7.6%, EPAC2 ag 7.9%, Abeta rescue -0.9%, D3 antag 22.3 and DRD3 agonist 0.0.
For COc1ccc(S(=O)(=O)NCCOc2ccccc2)cc1OC the results were FUS yeast rescue 18.3%, EPAC2 antagonist 6.5%, TDP-43 yeast inh -22.4%, aSyn rescue -0.1%, EPAC2 ag 1.9%, Abeta rescue -9.9%, D3 antag -9.7 and DRD3 agonist 1.7.
Screening CC(=O)Nc1ccc(S(=O)(=O)NCC(=O)OCC(=O)NCc2ccco2)cc1 returned FUS yeast rescue 18.6%, EPAC2 antagonist 8.2%, TDP-43 yeast inh -16.0%, aSyn rescue -4.9%, EPAC2 ag 4.9%, Abeta rescue 0.5%, D3 antag -13.8 and DRD3 agonist -15.2.
Screening CCOc1ccc(C(C(=O)NC2CCCC2)N(C(=O)c2snc(C(N)=O)c2N)C2CCCC2)cc1 (stereo unspecified) returned FUS yeast rescue 26.9%, EPAC2 antagonist -14.6%, TDP-43 yeast inh -1.5%, aSyn rescue 13.2%, EPAC2 ag 13.3%, Abeta rescue -9.1%, D3 antag -26.6 and DRD3 agonist -25.9.
`Cc1nccn1CCCNC(=O)C1CCC(=O)N(Cc2ccccc2F)C1` (stereo unspecified) gave FUS yeast rescue 3.9%, EPAC2 antagonist 28.5%, TDP-43 yeast inh -7.6%, aSyn rescue -6.4%, EPAC2 ag 17.6%, Abeta rescue -6.3%, D3 antag -17.5 and DRD3 agonist -1.8.
NC(=S)C1COc2ccccc2O1 (stereo unspecified) was read as FUS yeast rescue -11.8%, EPAC2 antagonist 16.5%, TDP-43 yeast inh -9.0%, aSyn rescue -7.3%, EPAC2 ag -0.4%, Abeta rescue -14.5%, D3 antag 6.0 and DRD3 agonist 9.6.
For O=C(Nc1nnc(SCC(=O)N2CCCc3ccccc32)s1)c1ccc2ccccc2c1 the results were FUS yeast rescue 43.3%, EPAC2 antagonist -1.7%, TDP-43 yeast inh 6.4%, aSyn rescue 0.9%, EPAC2 ag -5.6%, Abeta rescue -8.0%, D3 antag -17.9 and DRD3 agonist 2.9.
Screening CCOc1cc(C(=O)OCC(=O)N(C)c2ccccc2)cc(OCC)c1OCC returned FUS yeast rescue 18.2%, EPAC2 antagonist -13.5%, TDP-43 yeast inh 29.7%, aSyn rescue -0.5%, EPAC2 ag 4.4%, Abeta rescue -0.9%, D3 antag 7.7 and DRD3 agonist -1.3.
Screening Cc1ccc(-c2cc(C(=O)Nc3cc(C)on3)no2)cc1 returned FUS yeast rescue 14.0%, EPAC2 antagonist -0.3%, TDP-43 yeast inh 0.0%, aSyn rescue -3.2%, EPAC2 ag 2.9%, Abeta rescue -8.5%, D3 antag 10.8 and DRD3 agonist 0.5.
`Cc1ccccc1OCC(=O)OCC(=O)c1ccc[nH]1` gave FUS yeast rescue -0.6%, EPAC2 antagonist 11.4%, TDP-43 yeast inh -14.9%, aSyn rescue 1.2%, EPAC2 ag 6.8%, Abeta rescue -8.2%, D3 antag -0.4 and DRD3 agonist -2.6.
CC1(C)Cc2ccccc2C(=NC(Cc2ccccc2)C(=O)O)N1 (stereo unspecified) was read as FUS yeast rescue -36.3%, EPAC2 antagonist -1.4%, TDP-43 yeast inh 5.5%, aSyn rescue -4.8%, EPAC2 ag 3.0%, Abeta rescue -3.3%, D3 antag -0.3 and DRD3 agonist -8.4.
`C#CCN1C(C)=CC(=O)[C@@H](O)[C@H]1c1ccccc1Br` gave FUS yeast rescue -13.8%, EPAC2 antagonist 0.6%, TDP-43 yeast inh 9.8%, aSyn rescue 1.1%, EPAC2 ag 13.1%, Abeta rescue -12.3%, D3 antag -4.7 and DRD3 agonist -13.5.
Screening CNc1snc(C)c1C(=O)OCC(=O)N(C)Cc1ccccc1 returned FUS yeast rescue 12.7%, EPAC2 antagonist 3.9%, TDP-43 yeast inh 27.2%, aSyn rescue 16.7%, EPAC2 ag -6.6%, Abeta rescue -1.5%, D3 antag 28.5 and DRD3 agonist 7.7.
`COc1ccc(N(C)S(=O)(=O)c2cccc(C(=O)N3CCN(Cc4ccc5c(c4)OCO5)CC3)c2)cc1` gave FUS yeast rescue 9.7%, EPAC2 antagonist -3.4%, TDP-43 yeast inh 6.0%, aSyn rescue -0.8%, EPAC2 ag -0.8%, Abeta rescue -5.3%, D3 antag -21.3 and DRD3 agonist -23.7.
For CCOc1ccc(NC(=O)CSC2=Nc3ccccc3C3=NC(CC(=O)NCc4ccco4)C(=O)N23)cc1 (stereo unspecified) the results were FUS yeast rescue 34.5%, TDP-43 yeast inh 18.7%, Abeta rescue -1.3% and DRD3 agonist -0.5.
Screening COc1ccc(Cl)cc1NC(=O)CSc1nc2c([nH]c3ccccc32)c(=O)n1-c1ccccc1 returned FUS yeast rescue 5.5%, TDP-43 yeast inh 0.0%, Abeta rescue 5.0% and DRD3 agonist -14.5.
For COc1cc(CNCc2ccccc2)cc(Cl)c1OC the results were FUS yeast rescue 11.4%, EPAC2 antagonist 3.0%, TDP-43 yeast inh -13.2%, aSyn rescue -3.0%, EPAC2 ag -0.5%, Abeta rescue 0.7%, D3 antag -19.6 and DRD3 agonist -7.3.
`Cc1cc(NC(=O)CCC(=O)N(CC(=O)NC2CCCC2)c2ccc3c(c2)OCCO3)no1` gave FUS yeast rescue -13.0%, EPAC2 antagonist -16.5%, TDP-43 yeast inh -4.1%, aSyn rescue -0.5%, EPAC2 ag 8.0%, Abeta rescue -13.6%, D3 antag -1.6 and DRD3 agonist -2.1.
Screening CC1CCN(CC(=O)Nc2ccccc2Sc2ccccc2)CC1 returned FUS yeast rescue 7.6%, EPAC2 antagonist inconclusive, TDP-43 yeast inh -3.4%, aSyn rescue -2.5%, EPAC2 ag 0.8%, Abeta rescue 5.2%, D3 antag -18.7 and DRD3 agonist -0.4.
`CC12CCC(=O)C=C1C(O)CC1C2CCC2(C)C1CCC2(O)C(=O)CO` (stereo unspecified) gave FUS yeast rescue 11.6%, EPAC2 antagonist -1.0%, TDP-43 yeast inh -10.2%, aSyn rescue -7.8%, EPAC2 ag 6.3%, Abeta rescue -9.1%, D3 antag 1.7 and DRD3 agonist 7.9.
`Cc1ccc(C(=O)OCC(=O)NCC(F)(F)F)cc1C` gave EPAC2 antagonist 14.9%, TDP-43 yeast inh 15.6%, aSyn rescue -1.3%, EPAC2 ag -10.0%, Abeta rescue 13.0%, D3 antag 18.6 and DRD3 agonist 5.3.
`CCOc1cc(S(=O)(=O)NCc2ccccc2)ccc1F` gave FUS yeast rescue -1.3%, EPAC2 antagonist 2.8%, TDP-43 yeast inh inconclusive, aSyn rescue 3.1%, EPAC2 ag -8.3%, Abeta rescue inconclusive, D3 antag 8.8 and DRD3 agonist 2.9.
O=c1[nH]c(=S)[nH]c2c1C(c1ccccc1)OC(C1CCCCC1)C2 (stereo unspecified) was read as FUS yeast rescue 18.7%, EPAC2 antagonist -2.7%, TDP-43 yeast inh 0.0%, aSyn rescue -0.4%, EPAC2 ag 10.9%, Abeta rescue 1.5%, D3 antag 0.8 and DRD3 agonist 5.1.
Screening CCN(c1ccccc1)S(=O)(=O)c1c(C)nc2scc(C)n2c1=O returned FUS yeast rescue 1.4%, TDP-43 yeast inh inconclusive, Abeta rescue 6.4% and DRD3 agonist 4.4.
CCOc1ccc(NCc2cccn2-c2nnc(N3CCC(C(=O)NCCCN4CCCCC4CC)CC3)s2)cc1 (stereo unspecified) was read as FUS yeast rescue 36.7%, EPAC2 antagonist -1.1%, TDP-43 yeast inh 6.1%, aSyn rescue -8.6%, EPAC2 ag -2.3%, D3 antag 11.7 and DRD3 agonist -5.1.
`CCOc1cc(C2Nc3ccccc3C(=O)N2c2ccccc2OC)ccc1O` (stereo unspecified) gave FUS yeast rescue 23.7%, EPAC2 antagonist 9.4%, TDP-43 yeast inh 5.3%, aSyn rescue -14.7%, EPAC2 ag -7.3%, Abeta rescue -19.8%, D3 antag -21.0 and DRD3 agonist 0.5.
Screening CC(=O)N[C@@H](Cc1ccc(O)cc1)CN1C(N)=NC[C@@H]1CC(C)C returned FUS yeast rescue -12.6%, EPAC2 antagonist 14.7%, TDP-43 yeast inh 9.9%, aSyn rescue 0.4%, EPAC2 ag -0.6%, Abeta rescue 6.5%, D3 antag -0.1 and DRD3 agonist 0.0.
COc1cc(NC(=O)COc2ccc(Cl)cc2)ccc1NC(=O)C(C)C was read as FUS yeast rescue 17.3%, EPAC2 antagonist 2.2%, TDP-43 yeast inh -1.6%, aSyn rescue -3.8%, EPAC2 ag -2.3%, Abeta rescue -16.4%, D3 antag 0.0 and DRD3 agonist -3.5.
`CC(=O)NC12CC3CC(C1)CC(C(=O)NCc1ccc(C)cc1)(C3)C2` gave FUS yeast rescue 13.9%, EPAC2 antagonist -25.2%, TDP-43 yeast inh -24.3%, aSyn rescue -2.8%, EPAC2 ag 6.9%, Abeta rescue -13.8%, D3 antag -5.1 and DRD3 agonist -5.7.
